A549 tox: A549 cytotoxicity, counter-screen for Nrf2 inhibitors. 390,000 compounds, 0.16% hits. A549 ARE-Fluc cells, CellTiter-Fluor viability, 18-24 h. Potency, µM (highest dose often 46 µM), without a hit: at the highest dose activity change, negative = cytotoxicity, most hits filed as inhibitors; further: potency means the concentration at half of the fitted maximal effect; on the % scale 0 is the no-effect control and ±100 the full control effect
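A549 ARE_Fluc cells in 5% FBS OPTI-MEM were exposed to compounds in concentration-response for 18-24 h at 37 deg C. Viability was read by CellTiter-Fluor fluorescence (Ex 405/Em 525) after 30 min, before the luciferase read.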
TGFb SMAD3 inh: inhibitors of TGF-b signaling; 410,000 compounds, 1.2% hits; HepG2 CAGA-GFP TGF-b/SMAD3 reporter, GFP fluorescence, 18 h; TGF-beta stimulated, 500 pg/mL final; Potency, µM (doses to about 46.1 µM), without a hit: at the highest dose activity, negative = inhibition, actives largely listed as inhibitors; further: potency means the concentration at half of the fitted maximal effect; on the % scale 0 is the no-effect control and ±100 the full control effect; nearly all actives have a fitted effect of over 65% in size
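Per well, imaged GFP fluorescence of HEPG2 CAGA-GFP cells gives the signal; cells get compound, then TGF-beta (500 pg/mL final), 18 h at 37 degrees C; %Activity versus -TGF-beta and +DMSO controls.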
MCF10A rereplic: induces DNA re-replication in MCF 10a normal breast cells. MCF 10A DNA re-replication, Hoechst nuclear intensity, 48 h. Potency, µM (doses to about 46.1 µM), without a hit: at the top dose activity, positive = re-replication, most hits filed as activators. 350,000 compounds, 2.9% hits. AID 624296; further: potency means the concentration at half of the fitted maximal effect; % of control where 0% means no effect; nearly all actives have a fitted effect of over 50% in size
HepG2 viability: counter-screen for TGF-b inhibitors: cytotoxicity in HepG2 cells; HepG2 CAGA-GFP viability, ATP luminescence, 18 h; Potency, µM (highest dose often 46.1 µM), for inactives: at the highest dose activity change, negative = cytotoxicity, hits mostly cytotoxic; 410,000 compounds, 0.76% hits; AID 588856; further: potency means the concentration at half of the fitted maximal effect; some results filed as inactive show a strong effect at the top dose
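HepG2 CAGA-GFP cells (1000/well, DMEM with 1% FBS) received compound, then TGF-beta at 500 pg/mL final, and were incubated 18 hours at 37 degrees C. Viability was read by CellTiter-Glo luminescence. Media-only wells were set as complete cell-killing and DMSO as no toxicity.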
Nrf2 ARE act: activators of Nrf2 (ARE) signaling. AREc32 ARE-luciferase reporter (MCF7-derived line), luminescence, 24 h. Potency, µM (titrated, usually from 46.1 µM), for inactives: at the highest dose activation, actives largely listed as activators. 410,000 compounds, 0.31% hits. AID 624171; further: potency means the concentration at half of the fitted maximal effect; % of control where 0% means no effect; nearly all actives have a fitted effect of over 65% in size
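Luciferase luminescence (Steady-Glo, 30 min at room temperature) served as the read-out of ARE activation in AREc32 cells treated with compounds for 24 hr at 37 deg C.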
S2 tox: viability counter-screen for ATXN expression inhibitors; AID 651635; S2 cells (HEK-293 line with an ATXN2-luciferase reporter) viability, CellTiter-Fluor protease fluorescence, 24 h; 400,000 compounds, 0.49% hits; Potency, µM (titrated, usually from 56.7 µM), most hits filed as cytotoxic; further: potency means the concentration at half of the fitted maximal effect; nearly all actives have a fitted effect of over 40% in size
ATXN2 expr inh: inhibitors of ATXN2 expression; AID 1745845; 360,000 compounds, 0.72% hits; HEK-293 ATXN2-luciferase reporter, luminescence, 24 h; Potency, µM (series often up to 57 µM), without a hit: at the top dose activity change, negative = inhibition, usual class: inhibitors; further: potency means the concentration at half of the fitted maximal effect; on the % scale 0 is the no-effect control and ±100 the full control effect; nearly all actives have a fitted effect of over 55% in size
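qHTS (up to 57 uM final) was run with 24 h compound exposure of reporter cells at 37 °C. Each well was multiplexed: SteadyGlo luminescence measured ATXN2-luciferase expression after a fluorogenic Gly-Phe-AFC viability readout (25 uM final).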
IL1B secr inh: inhibitors of inflammasome signaling (IL-1 beta secretion); THP-1 LPS/ATP IL-1B secretion, AlphaLISA, 16 h; hits give low values; activity change, % at 57.5 µM; 360,000 compounds, 4.7% hits; AID 743279; in the data active means activity change below about -50%; inconclusive means mostly about -30% to -49%; further: on the % scale 0 is the no-effect control and ±100 the full control effect
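Secreted IL-1B measured by AlphaLISA bead assay after 16 h compound exposure of THP-1 cells; compounds (final up to 57.5 uM) added 1 h before LPS (250 ng/mL) and ATP (1.25 mM) stimulation; lower signal means less secretion.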
Nrf2 inh: blocks Nrf2 signaling; 360,000 compounds, 2.1% hits; A549 ARE-Fluc reporter, luciferase luminescence, 18-24 h; Potency, µM (series often up to 46 µM), for inactives: at the highest dose activity change, negative = inhibition, actives largely listed as inhibitors; further: potency means the concentration at half of the fitted maximal effect; on the % scale 0 is the no-effect control and ±100 the full control effect; nearly all actives have a fitted effect of over 60% in size
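A549 ARE_Fluc cells, 5000/well, 5% FBS OPTI-MEM; compounds in dose-response, 18-24 h at 37 °C/5% CO2; CellTiter-Fluor viability read (Ex 405/Em 525), then BugLite luciferase luminescence = Nrf2 activity.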
Starred values were filed as active, the others as inactive; i = inactive; u = inconclusive; x = not tested or not shown; [ ] = remark or other dose. Unless noted, the call rests on the fitted dose curve; in most records, active means well fitted curve in the direction sought with a large enough effect; inconclusive means small, poorly fitted or top-dose-only effect, or another doubt; inactive means no such curve, though single readings can be large; an effect the other way counts as inactive or inconclusive.

SMILES	A549 tox	TGFb SMAD3 inh	MCF10A rereplic	HepG2 viability	Nrf2 ARE act	S2 tox	ATXN2 expr inh	IL1B secr inh	Nrf2 inh
Cc1cc(C(F)(F)F)n2nc(-c3cnn(C)c3C(F)(F)F)cc2n1	4%	-2%	0%	-2%	12%	i	3%	9	14%
CCc1cccc(C)c1NC(=O)CN1C(=O)NC(CCc2ccccc2)C1=O (stereo not given)	3%	5%	-1%	0%	6.1%	i	-2%	3	0%
CC(NC(=O)CN1C(=O)COc2ccccc21)c1ccccc1 (stereo not given)	12%	3%	-1%	-2%	0.3%	i	5%	0	9%
Nc1ccc2oc(-c3cccs3)nc2c1	3%	-5%	-2%	-20%	5.7%	i	45%[activator]	-6	u
COc1cccc(-n2nnc3c(=O)n(Cc4ccc(Cl)cc4)cnc32)c1	1%	7%	11%	-6%	0.4%	i	-5%	6	0%
Cc1cc(NC(=O)C(C)SCC(=O)Nc2nc3c(F)cc(F)cc3s2)no1 (stereo not given)	-4%	-27%	7%	-53%	2.5%	i	x	7	17%
CCOC(=O)N1CCN(c2c(N3CCc4ccccc4C3)c(=O)c2=O)CC1	3%	u	-7%	6%	-1.0%	i	-15%	0	-16%
O=C(Cn1nc(C(=O)O)c2ccccc2c1=O)Nc1ccc(F)cc1F	-4%	6%	-1%	9%	2.8%	u	-3%	-4	-8%
NC(=O)N/N=C/c1c(O)ccc2oc3c(c12)CCCC3	-14%	10µM*	-3%	1%	11%	i	u	-98*	-12%
COc1ccccc1/C=N/Nc1nncc2ccccc12	-3%	4%	-2%	-33%	2.5%	i	60%[activator][11.3 µM]	-3	u
c1ccc(Cn2c(SCc3cn4cccnc4n3)nnc2-c2ccco2)cc1	-8%	u	2%	-35%	-0.5%	i	-9%	37	-17%
CCOC(=O)C1Nc2ccc(C(F)(F)F)cc2C2c3ccccc3CC12 (stereo not given)	u	u	u	-101%	-4.5%	u	25µM*	-99*	u
O=C(NCc1ccccc1)c1cccc(NC(=O)C2CCCC2)c1	2%	11%	u	-7%	0.6%	i	-10%	-8	8%
Cc1ccc(Nc2nc(/N=C/NO)n[nH]2)cc1C	-1%	-2%	0%	7%	2.7%	i	16%[11.3 µM]	12	12%
Cc1ccccc1CNC(=O)c1ccc2nc(C(C)C)oc2c1	-7%	2%	x	-3%	1.1%	x	x	x	x
Cc1ccc(S(=O)(=O)Oc2ccc(/C=N/NC(=O)c3nn(C)cc3Cl)cc2)cc1	-11%	0%	14%	-14%	0.8%	i	4%	0	18µM*
Cc1ccc(S(C)(=O)=NC(=O)NC(=O)c2c(F)cccc2Cl)cc1 (stereo not given)	0%	7%	-6%	4%	0.3%	i	-7%	-13	1%
CCOC(=O)C1CCN(S(=O)(=O)C(F)(F)c2nc3ccccc3s2)CC1	-7%	-1%	0%	-9%	0.0%	i	0%	-15	8%
COC(=O)c1cc(C)nc2c1c(=O)nc(SCc1ccccc1Cl)n2C1CC1	-2%	22%	x	13%	-1.0%	x	x	x	x
C=CCN(c1nc(C)cc(OC)n1)S(=O)(=O)c1ccc(C)cc1	-6%	-16%	-1%	-2%	0.4%	i	-2%	29	u
COc1cccc(NC(=O)CN(C)C(=O)CNC(=O)c2ccc(C)s2)c1	2%	-19%	3%	-17%	-0.7%	i	0%	u	-6%
Cc1ccc(C(=O)n2nc(C#N)c(C#N)c2N)cc1	-2%	2%	-6%	5%	-0.7%	i	22%	30	5%
COc1ccc(C(=O)NCCc2nnc3ccc(SCC(=O)NCc4ccc(F)cc4)nn23)cc1	3%	0%	-2%	0%	-1.4%	i	2%	39	-13%
CCN1C(=S)N[C@@H](CCc2ccccc2)C(C(=O)OC)=C1C	-2%	u	-1%	-1%	1.3%	u	-10%	26	3%
CCC1(c2ccccc2)NC(=O)N(CC(=O)NCc2ccc(OC)cc2)C1=O (stereo not given)	-3%	1%	-5%	1%	0.0%	i	1%	3	-18%

Another view of part of the listing above.
molecule: NC(=O)N/N=C/c1c(O)ccc2oc3c(c12)CCCC3
  A549 tox: -14%	TGFb SMAD3 inh: 10µM*	MCF10A rereplic: -3%	HepG2 viability: 1%	Nrf2 ARE act: 11%	S2 tox: i	ATXN2 expr inh: u	IL1B secr inh: -98*	Nrf2 inh: -12%
molecule: COc1ccccc1/C=N/Nc1nncc2ccccc12
  A549 tox: -3%	TGFb SMAD3 inh: 4%	MCF10A rereplic: -2%	HepG2 viability: -33%	Nrf2 ARE act: 2.5%	S2 tox: i	ATXN2 expr inh: 60%[activator][11.3 µM]	IL1B secr inh: -3	Nrf2 inh: u

Following part.
SMILES	A549 tox	TGFb SMAD3 inh	MCF10A rereplic	HepG2 viability	Nrf2 ARE act	S2 tox	ATXN2 expr inh	IL1B secr inh	Nrf2 inh
Cc1ccc(NC(=O)c2ccc(N3CCCC3=O)cc2)cc1S(=O)(=O)N1CCCCC1	6%	-1%	-2%	-1%	0.2%	i	x	-2	-13%
NS(=O)(=O)c1ccc(CCNC(=O)CSc2nc3ccsc3c(=O)n2CC(=O)O)cc1	3%	-5%	2%	-2%	-0.2%	i	2%	3	14%
CCOC(=O)C1(CCOc2ccccc2)CCN(Cc2ccc(CO)o2)CC1	2%	-18%	8%	-27%	1.0%	i	-32%	-17	-16%
COC(=O)C(CC(=O)c1cccc(OC)c1)c1ccc(F)cc1 (stereo not given)	4%	13%	-9%	7%	0.3%[9.22 µM]	i	2%	-16	-2%
O=C(NCCCN=C1NS(=O)(=O)c2ccccc21)c1ccco1	0%[1.84 µM]	-13%	-1%	2%	-0.4%	i	3%	-4	-2%
Cc1cc(C)c(NC(=O)COc2nncc3ccccc23)c(C)c1	0%	-17%	6%	2%	0.2%	i	x	13	-25%
CCOC(=O)c1cc(-c2ccc(OC)c(S(=O)(=O)NCc3ccccc3Cl)c2)on1	-4%	u	x	-54%	-0.6%	x	x	x	22%
Cc1c(C#N)c(O)n(C)c(=O)c1N=Nc1ccc(S(N)(=O)=O)cc1	20%	-33%	1%	-7%	-0.5%	u	x	-19	21%
COc1c(C)cc(Br)cc1C(=O)O	-5%	0%	-8%	9%	0.0%	i	0%	9	5%
COc1ccc(CCNC(=O)CCCc2nnc3n(C)c(=O)c4sccc4n23)cc1OC	-2%	0%	0%	7%	-0.7%	i	-8%	-7	0%
O=C(NCCC1=CCCCC1)c1ccc(Cl)c(S(=O)(=O)N2CCCCC2)c1	3%	u	u	-22%	-0.3%	i	0%	-13	15µM*
O=C(CCSCCc1ccccn1)Nc1c(F)c(F)c(F)c(F)c1F	-3%	-26%	0%	-16%	-0.2%[9.22 µM]	i	-6%	0	-8%
CCOC(=O)Cn1cnc2c(C#N)c3n(c2c1=O)CCCCC3	-8%	9%	-1%	2%	-1.6%	i	5%	-15	x
CCOC(=O)C1CCN(C(=O)CN(Cc2ccccc2)S(C)(=O)=O)CC1	-4%	-7%	-15%	2%	-0.6%	i	3%	10	3%
O=C1[C@H](Cc2ccccc2)NCC=CC[C@H](c2ccc(Cl)cc2)N1Cc1ccc(Cl)cc1	u	u	26%	-60%	-3.5%	32µM*	u	-66*	u
O=C(OCC(=O)N1CCCC1=O)C1CCN(S(=O)(=O)c2c(Cl)cccc2Cl)CC1	4%	23%	-23%	17%	0.4%	i	2%	i	-1%
Nc1sc2c([n+]1CCCS(=O)(=O)[O-])CCCC2	6%	-3%	17%	-4%	-0.4%	i	x	5	0%
Cc1ccc(CNS(=O)(=O)NCc2ccccc2F)cc1	2%	-12%	3%	-12%	-0.4%	i	0%	-2	-2%
O=C(CN(C(=O)CCC(=O)Nc1nccs1)c1cccc(F)c1)NCC1CCCO1 (stereo not given)	-3%	14%	-1%	6%	0.3%	i	3%	1	-7%
COc1ccc(C2C(C(=O)C(C)(C)C)=C(O)C(=O)N2Cc2ccccc2)cc1 (stereo not given)	-4%	-3%	9%	1%	0.3%	i	-9%	14	-10%
CN(Cc1ccccc1)C1CC(=O)N(c2ccc(C(=O)O)cc2)C1=O (stereo not given)	0%	7%	0%	0%	-0.6%	i	-11%	47	x
Cc1ccccc1S(=O)(=O)Cc1ccc(C(=O)NCCCN2CCCC(C)C2)o1 (stereo not given)	4%	-1%	15%	1%	0.5%	i	-2%	0	8%
COc1ccc(C2NC(=O)N(C)C(C)=C2[N+](=O)[O-])cc1 (stereo not given)	0%	0%	-1%	-15%	-0.4%	u	x	7	-2%
CCCCOc1ccccc1C(=O)NCCCCCC(=O)O	3%	2%	-2%	9%	-0.1%	i	-12%	-6	-25%
CC1(c2nnc(Cc3ccccc3)o2)CC(c2cccc([N+](=O)[O-])c2)=NO1 (stereo not given)	2%	-1%	-1%	-13%	5.7%	i	-1%	9	17%

Compound profiles (already shown). Order of screens: A549 tox, TGFb SMAD3 inh, MCF10A rereplic, HepG2 viability, Nrf2 ARE act, S2 tox, ATXN2 expr inh, IL1B secr inh, Nrf2 inh
Profile of `O=C(CN(C(=O)CCC(=O)Nc1nccs1)c1cccc(F)c1)NCC1CCCO1` (stereo not given) : -3%, 14%, -1%, 6%, 0.3%, i, 3%, 1, -7%
Profile of `COc1ccc(C2C(C(=O)C(C)(C)C)=C(O)C(=O)N2Cc2ccccc2)cc1` (stereo not given) : -4%, -3%, 9%, 1%, 0.3%, i, -9%, 14, -10%
Profile of `O=C(NCCCN=C1NS(=O)(=O)c2ccccc21)c1ccco1` : 0%[1.84 µM], -13%, -1%, 2%, -0.4%, i, 3%, -4, -2%
Profile of `Cc1cc(C)c(NC(=O)COc2nncc3ccccc23)c(C)c1` : 0%, -17%, 6%, 2%, 0.2%, i, x, 13, -25%
Profile of `COC(=O)C(CC(=O)c1cccc(OC)c1)c1ccc(F)cc1` (stereo not given) : 4%, 13%, -9%, 7%, 0.3%[9.22 µM], i, 2%, -16, -2%

Screening results deposited in PubChem BioAssay by National Center for Advancing Translational Sciences (NCATS).
